From PubChem
TDP2 absorb – human TDP2 enzyme inhibitors, primary screen, biochemical, epi absorbance, recombinant enzyme | Tyrosyl-DNA phosphodiesterase 2 (Homo sapiens), O95551 | T5PNP hydrolysis, p-nitrophenol absorbance 415 nm | inhibition, % at 12.8 µM | actives 0.34% (n = 370,000);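 active = inhibition above the mean of all tested compounds plus 3 SD, set per campaign, cut at about 25% in these data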;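 also: 0% = DMSO with enzyme and 100% = buffer with substrate but no TDP2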
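System: recombinant human TDP2 / Amount: 120 nM TDP2 per well / Also added: 5 mM T5PNP chromogenic substrate / Doses: 12.8 µM single point, 1% DMSO / Incubation: 2 h at 37 °C / Detection: p-Nitrophenol epi absorbance / Evaluation: % inhibition relative to enzyme-containing and enzyme-free wells / Repeats: singlicate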
UHRF1 binding – UHRF1 methylated DNA binding inhibitors, primary screen, counter-screen for MBD2 inhibitor project, biochemical, TR-FRET, human UHRF1, single concentration; E3 ubiquitin-protein ligase UHRF1 (Homo sapiens), Q96T88; UHRF1 binding to methylated oligo; inhibition, % at 4.4 µM; actives 0.75% (n = 370,000); AID 687016, 2013; in the data active = inhibition above about 21%;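 also: UHRF1 SRA domain binding a hemimethylated CpG hairpin DNA probe; 0% = median of test compound wells and 100% = reference inhibitor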
HTRA1 inh – HTRA1 serine protease inhibitors, primary screen, biochemical, fluorescence polarization, HTS; inhibition, % at 5.96 µM; actives 0.5% (n = 340,000); Q92743; recombinant HTRA1, FP-rhodamine activity-based probe; in the data active = inhibition above about 36%;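 also: 0% = enzyme with DMSO and 100% = wells lacking enzyme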
Target sequence (Q92743 whole entry, looked up): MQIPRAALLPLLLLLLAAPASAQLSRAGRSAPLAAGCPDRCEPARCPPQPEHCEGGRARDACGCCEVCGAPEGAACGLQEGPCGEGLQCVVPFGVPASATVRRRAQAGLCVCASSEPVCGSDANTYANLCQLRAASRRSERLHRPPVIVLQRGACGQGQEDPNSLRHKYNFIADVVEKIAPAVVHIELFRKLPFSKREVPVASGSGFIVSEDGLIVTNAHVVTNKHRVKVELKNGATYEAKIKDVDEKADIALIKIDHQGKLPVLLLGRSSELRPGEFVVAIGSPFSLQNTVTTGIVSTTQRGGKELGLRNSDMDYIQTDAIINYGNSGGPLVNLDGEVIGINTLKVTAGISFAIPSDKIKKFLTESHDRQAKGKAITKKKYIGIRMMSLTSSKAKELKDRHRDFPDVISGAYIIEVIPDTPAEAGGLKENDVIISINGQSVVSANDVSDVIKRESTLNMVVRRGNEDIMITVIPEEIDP
TCR-CD3 inh – inhibitors of human TCR-CD3 interaction, primary screen, biochemical, fluorescence, TAMRA-labeled TCR probe. inhibition, % at 9.4 µM. actives 0.37% (n = 360,000); in the data active = inhibition above about 19%;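 also: recombinant mutant TCR 2C K166C tagged with TAMRA read by polarization; 0% = receptor in buffer alone and 100% = receptor with positive control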
LEDGF integ inh – blockers of LEDGF/p75-dependent integrase strand transfer – biochemical, TR-FRET, high throughput, primary screen | AID 743269, 2014 | actives 0.64% (n = 370,000) | inhibition, % at 3.7 µM | TR-FRET IN-LEDGF/p75 DNA integration, Eu/Cy5 | HIV-1 integrase (with human LEDGF/p75);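 active = inhibition above the screen-wide mean plus 3 SD, cut at about 13% in these data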;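 also: signal is the Cy5 over europium emission ratio at 671 and 618 nm; 0% = plate median of compound wells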
DDE Tn7 FP inh – inhibitors of Tn7 peptide binding to fibrin DD(E), primary screen, biochemical, fluorescence polarization, human fibrin, Tn7 probe. FP displacement of FITC-Tn7 peptide from fibrin DD(E); 0% = median of compound wells per plate. actives 0.13% (n = 370,000). inhibition, % at 8.3 µM. Fibrinogen beta chain (Homo sapiens), P02675;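 active = inhibition above the mean of compounds falling within the control limits plus 3 SD of them, cut at about 14% in these data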;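 also: 0% = plate median of compound wells and 100% = 10 µM Aha-Tn7 peptide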
Target sequence (P02675 whole entry, looked up): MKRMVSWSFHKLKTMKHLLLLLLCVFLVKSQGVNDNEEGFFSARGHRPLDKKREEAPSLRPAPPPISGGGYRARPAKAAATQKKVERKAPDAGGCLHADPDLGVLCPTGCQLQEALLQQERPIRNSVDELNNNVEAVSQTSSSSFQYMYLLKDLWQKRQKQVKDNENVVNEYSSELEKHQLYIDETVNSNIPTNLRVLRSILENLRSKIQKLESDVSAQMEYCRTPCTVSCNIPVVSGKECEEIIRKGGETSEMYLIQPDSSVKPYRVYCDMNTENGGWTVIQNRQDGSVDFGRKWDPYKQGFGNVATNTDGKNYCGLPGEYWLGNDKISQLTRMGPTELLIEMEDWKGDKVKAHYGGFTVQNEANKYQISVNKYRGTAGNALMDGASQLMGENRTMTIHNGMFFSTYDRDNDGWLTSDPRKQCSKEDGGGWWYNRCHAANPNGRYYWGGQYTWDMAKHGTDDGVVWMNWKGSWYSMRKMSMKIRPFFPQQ
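Test system: human clot-derived fibrin DD(E) complex / Quantity: 2 µM final DD(E) protein / Incubation: 10 min plus 3 h, room temperature / Measured by: fluorescence polarization / Benchmarks: high control of 10 µM Aha-Tn7 peptide / Replicates: singlicate testing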
PG9 Ab binder – binders of HIV-1 gp120 antibody PG9, primary screen, biochemical, TR-FRET; HIV-1 gp120 / PG9 antibody interaction; TR-FRET gp120-PG9 antibody binding; inhibition, % at 6.7 µM; actives 0.43% (n = 360,000); AID 624416, 2012; in the data active = inhibition above about 8.5%
ABHD4 inh – ABHD4 inhibitors, primary screen, biochemical, fluorescence polarization, mouse. (Lyso)-N-acylphosphatidylethanolamine lipase (Mus musculus), Q8VD66. purified mABHD4, FP-Rh probe fluorescence polarization. inhibition, % at 8.92 µM. actives 0.54% (n = 370,000);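 active = inhibition exceeding the mean over every tested compound plus 3 SD, cut at about 30% in these data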;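 also: 0% = plate median of compound wells and 100% = S159A mutant with DMSO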
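Test system: mABHD4 protein | Buffer or medium: HEPES pH 7.0 buffer, 150 mM NaCl, 0.01% Pluronic F-127 | Probe or stimulus: FP-Rh fluorescent activity-based probe, added after compound pre-incubation | Timing: Pre-incubation 45 min, probe exposure 60 min, at 25 °C | Technique: Fluorescence polarization, excitation 525 nm, emission 598 nm, BODIPY TMR filters | Repeats: Single well per compound (singlicate)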
SIAE primary – human SIAE inhibitors, primary screen, biochemical, fluorescence polarization, FP-Rh probe, 1536-well HTS | actives 0.69% (n = 370,000) | SIAE FP-Rh probe binding | Sialate O-acetylesterase (Homo sapiens), Q9HAT2 | AID 1053197, 2014 | inhibition, % at 9.66 µM;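 active = inhibition above a cutoff: mean of compounds within the control limits plus 3 SD of those, cut at about 17% in these data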;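 also: 0% = plate median of compound wells and 100% = probe without SIAE protein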
PRMT1 inh – PRMT1 methyltransferase inhibitors, primary screen, biochemical, fluorescence polarization. Protein arginine N-methyltransferase 1 (Homo sapiens), Q99873. recombinant PRMT1, activity-based probe fluorescence polarization. inhibition, % at 2.79 µM. actives 1.3% (n = 370,000);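 active = inhibition above about 21% made by adding two undisclosed values, limit read from the data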
* = called active by the depositor; / = not tested or not shown. Not a hit list, and some 4.2% of all compounds hit somewhere here.

Preview (2 entries):
Sequence of screens – TDP2 absorb	UHRF1 binding	HTRA1 inh	TCR-CD3 inh	LEDGF integ inh	DDE Tn7 FP inh	PG9 Ab binder	ABHD4 inh	SIAE primary	PRMT1 inh
CC1=C(C(=O)N(C)C)CC(CC(=O)NCc2ccco2)C(=O)N1Cc1ccccc1 (centres undefined)
    -6	3	5	0	-3	-8	-4.7	-4	-3	3
COc1ccc(C(=O)NC(CCSC)C(=O)NCc2nnc3ccccn23)cc1 (centres undefined)
    -5	-2	-1	4	-3	9	-1.6	-1	1	2

Main list, repeating the preview:
Sequence of screens – TDP2 absorb	UHRF1 binding	HTRA1 inh	TCR-CD3 inh	LEDGF integ inh	DDE Tn7 FP inh	PG9 Ab binder	ABHD4 inh	SIAE primary	PRMT1 inh
CC1=C(C(=O)N(C)C)CC(CC(=O)NCc2ccco2)C(=O)N1Cc1ccccc1 (centres undefined)
    -6	3	5	0	-3	-8	-4.7	-4	-3	3
COc1ccc(C(=O)NC(CCSC)C(=O)NCc2nnc3ccccn23)cc1 (centres undefined)
    -5	-2	-1	4	-3	9	-1.6	-1	1	2
CCn1c(Cc2ccccc2)nnc1SCC(=O)Nc1ccccc1N1CCOCC1
    -5	0	6	3	1	-1	0.3	4	-4	-2
Cc1ccc(OCC(O)CN2CCN(c3ccc(C)cc3)CC2)cc1 (centres undefined)
    5	-2	1	-4	2	-1	0.2	2	6	-1
O=C(O)Cc1ccc2c(c1)Cc1cccnc1O2
    2	-1	2	-3	3	-3	0.8	-4	-1	-3
O=C(COC(=O)c1cccc2ccccc12)NCC1CCCO1 (centres undefined)
    3	0	-2	8	4	-5	0.8	3	2	-1
COC(=O)Nc1nc2ccc(C(=O)c3cccs3)cc2[nH]1
    7	3	2	-3	-4	-10	0.8	12	-3	4
Cc1cccc(OCC(=O)Nc2ccc(C(=O)c3ccc(C(=O)O)cc3)cc2)c1
    6	-4	-24	3	3	8	-1.1	-17	-1	-3
CCc1ccccc1NC(=O)CN(C)C(=O)COC(=O)c1ccco1
    7	9	4	-4	0	-3	1.4	8	4	2
CC(C)(C)NC(=O)CSc1nncn1NCc1c(Cl)cccc1Cl
    -3	-2	-1	-3	3	4	0.5	1	-1	2
Cc1ccc(NC(=O)Cc2ccccc2)cc1S(=O)(=O)N1CCOCC1
    1	12	4	0	-6	1	1.1	1	1	4
CCC(=O)c1c[nH]c(C(=O)NCc2ccccc2OC)c1
    16	-4	1	4	0	0	-2.1	-3	5	0
O=c1c2c(nc3nc(NCc4cccc5ccccc45)[nH]n13)CCC2
    -25	4	0	-6	2	-8	-2.3	3	5	0
Nc1cccc(O)c1
    -6	-5	3	12	5	1	-2.2	7	2	7
Cc1ccc(-n2c(SCC(=O)Nc3ccc(C(=O)O)cc3)nnc2-c2ccncc2)cc1
    -12	2	1	-3	-4	3	0.1	-5	-4	2
CCCc1nc2scc(-c3ccc(C)cc3)c2c(=O)n1N
    8	-2	-13	-1	1	-8	0.7	-4	0	0
COCc1nc(-c2ccc(-c3ccc(C)cc3)nc2OC)no1
    8	-3	-26	6	1	2	-1.4	-10	-3	1
Cc1nc2ccccc2cc1C(=O)NCc1ccco1
    -2	2	3	6	-1	8	-1.1	-3	0	3
C=CCSc1nnc(Cc2cc(=O)[nH]c(=O)[nH]2)n1-c1cc(C)ccc1C
    4	1	6	2	-2	-5	-0.5	-4	-10	-2
CCc1cc(C(=O)Nc2ccc(C)cc2Br)cs1
    -15	-1	-15	8	-1	2	-1.3	3	-2	-2
O=C1CCN(CCc2ccccc2)CCN1[C@H](COc1ccccc1)c1ccccc1
    3	-1	-31	0	0	8	-2.8	-8	5	-1
CCCCC(CC)CNC(=O)CCCCn1c(=O)[nH]c2ccsc2c1=O (centres undefined)
    6	12	-5	5	2	2	0.2	-3	-3	1
COc1ccccc1NC(=O)COC(=O)c1cnc(C)cn1
    1	-3	12	6	-1	7	-1.2	2	4	-1
Cc1[nH]c2ccccc2c1/C=N/Nc1nc2ccccc2[nH]1
    -1	-7	/	-1	-2	-2	-9.6	24	32*	-6
Cc1ccc(-c2nc(N)sc2CC(=O)OCC(=O)NCCC(C)C)cc1
    -7	-5	-17	4	-5	8	1.0	-2	6	1
COc1cc(C(=O)O/N=C2/C=CC(=O)C(C)=C2C)cc(OC)c1OC
    1	2	1	-3	-1	7	-0.9	4	-2	3
Cc1ccc(OCC(=O)c2cc(C)n(-c3cc(C)on3)c2C)c([N+](=O)[O-])n1
    3	-5	10	-6	0	-6	-0.2	9	5	6
Cc1cc(C(=O)Nc2ccc(Cl)c(S(=O)(=O)N3CCOCC3)c2)c2ccccc2n1
    -5	-3	-8	2	3	4	-2.0	-8	-2	-1
O=c1[nH]c(NCCO)nnc1Cc1ccc(Cl)cc1
    15	-1	-1	6	-1	-3	-1.4	-1	4	-3
CCS(=O)(=O)N1Cc2ccccc2CC1C(=O)Nc1ccc(OC)c(OC)c1 (centres undefined)
    4	0	5	6	-2	2	0.4	-1	-4	-1
O=P(O)(O)C(O)C(F)(F)C(F)(F)C(F)(F)C(F)F (centres undefined)
    -9	9	7	-5	3	1	0.9	4	3	3
Cc1ccccc1C(=O)NC1CCN(CC(=O)N2CCCCC2C)CC1 (centres undefined)
    -1	-1	8	5	-1	3	0.7	-1	-7	-1
Cc1cc(NS(=O)(=O)c2ccc(NC(=O)c3ccc(F)cc3)cc2)nc(C)n1
    -12	-3	-2	0	2	0	2.0	9	-2	-2
O=C1CCC(C(=O)OC(C(=O)Nc2cc(Cl)cc(Cl)c2)c2ccccc2)=NN1 (centres undefined)
    1	0	-24	6	-1	-4	-2.0	-23	-8	0
Cn1nnnc1SCC(=O)NC(=O)c1cccc([N+](=O)[O-])c1
    -6	-3	2	0	0	3	-1.2	5	-4	2
Cc1cc(=O)oc2cc(OCC(=O)OCC(=O)NCc3ccc4c(c3)OCO4)ccc12
    2	-2	-9	0	-3	3	-3.7	4	-1	0
O=C(Nc1ccc(N2CCOCC2)c(Cl)c1)c1ncn[nH]1
    -2	0	-3	5	0	10	1.8	-14	-3	4
O=C(COC(=O)CNC(=O)c1ccco1)Nc1ccc(Cl)cn1
    6	1	0	11	-1	-4	0.0	1	-2	1
CC(=O)NCCNc1nc2cc(-c3cccc(Cl)c3)sc2c(=O)n1C
    5	1	/	-1	0	-2	-1.5	-3	-27	2
COc1ccccc1-c1cn(CC[C@@H]2CC[C@H](NC(=O)C3CCC3)[C@@H](CO)O2)nn1
    -16	3	/	-6	-3	-5	1.5	-5	-2	10
CN(CC(=O)Nc1cccc(F)c1)C(=O)c1cc(=O)[nH]c2ccccc12
    -5	-3	1	-1	3	0	-1.4	6	7	0
CN(C)C(CNC(=O)c1coc2ccccc2c1=O)c1ccccc1 (centres undefined)
    4	-2	-6	4	2	6	-0.6	-4	-4	-1
COc1cc(C(=O)Nc2oc(-c3ccccc3)c(-c3ccccc3)c2C#N)cc(OC)c1OC
    6	-1	-7	3	-1	-7	0.2	1	8	-1
Cn1nc(C(=O)NCC(=O)Nc2ccc(F)c(F)c2)ccc1=O
    -2	2	7	1	-5	-2	2.1	11	-1	4
Cc1ccc(S(=O)(=O)N2CCOC2CNC(=O)C(=O)NCCN(C)C)cc1 (centres undefined)
    -2	1	6	-5	0	6	-0.5	-10	8	5
Cn1c(Cn2c(=O)sc3ccccc32)nnc1SCC(=O)NC1CCCC1
    9	1	6	-2	-2	-4	-0.2	-1	-4	-4
O=C1CSC(=S)N1c1ccccc1
    5	-2	-7	-8	-2	8	-2.4	-9	-9	18
CC(/C=C/c1ccc(O)cc1)=N/O
    -3	-5	5	6	0	-1	-0.6	0	9	-4
O=C(CN1CCN(c2ccc(F)cc2)CC1)Nc1cccnc1Cl
    -4	5	-1	6	-8	-2	-2.5	-3	-1	1
Cn1c(SCC(=O)N2CCCCC2)nc2cccnc21
    1	-1	2	5	1	-6	-2.0	5	8	0
CC(C)C(=O)N1CCC1(C)C(=O)Nc1ccc(-n2cncn2)cc1 (centres undefined)
    -7	-1	/	-4	-2	0	0.4	-4	-9	3
Cc1[nH][nH]c(=O)c1C(c1ccc([N+](=O)[O-])cc1)c1c(C)[nH][nH]c1=O
    31*	9	0	4	3	-6	-3.0	3	3	1
COc1ccc(C(=O)Nc2nc(-c3ccccc3)c(C(C)=O)s2)c(OC)c1
    4	0	-8	-1	-4	-1	1.7	-4	-18	5
COC(=O)[C@H](CCSC)NC(=O)Cn1cnc2c(SC)nc(N)nc21
    -10	-2	1	4	-3	5	-1.5	1	1	-2
COc1ccc(N2CCN(Cc3nc4scc(-c5ccccc5)c4c(=O)[nH]3)CC2)cc1
    -5	-1	6	0	3	-3	-2.7	-5	-2	-2
O=C1c2nc3cc(-c4ccco4)[nH]n3c(=O)c2CN1Cc1ccccc1
    -13	0	/	1	-1	-8	-0.2	25	2	8
O=C(Cn1nc(-c2ccccc2F)ccc1=O)Nc1ccc(S(=O)(=O)N2CCCCCC2)cc1
    -15	9	-37	-5	-4	-6	-0.3	-32	-26	2
Cc1ccc(/C=[N+](\[O-])c2ccccc2C)o1
    -3	-1	3	-6	0	-7	-0.1	0	2	30*
O=C(NCc1cccs1)C1CCN(S(=O)(=O)c2cccs2)CC1
    15	-1	1	0	2	-6	-1.9	1	3	1
CCC(C)C(NC(N)=O)C(=O)Nc1ccc(OCc2ccccc2)cc1 (centres undefined)
    -2	-1	-2	6	-3	5	0.9	-3	-3	6
Cc1cc(C)c2c(c1)N[C@H](c1cccs1)[C@@H]1CCO[C@H]21
    5	-2	1	6	3	-5	-1.1	-3	13	-4
Cc1c[nH]c2cccc(-c3ccc(Cl)cc3)c12
    -1	-2	/	/	4	0	/	-7	5	0
